Screening data: PubChem BioAssay, The Scripps Research Institute Molecular Screening Center
CHRM4 agonist – human M4 muscarinic receptor agonists, primary screen, CHO-K1 cells, Fluo-8 calcium fluorescence; Muscarinic acetylcholine receptor M4 (Homo sapiens), P08173; CHO-K1 hM4/Gqi5; vehicle 0%, full acetylcholine response 100%; activation, % at 3 µM; 360,000 compounds, 0.14% hits;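 active means activation above the run mean over all test wells plus 3 SD, cut at about 32% in these data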;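 further: peak over basal fluorescence ratio per well then scaled between controls; 0% = DMSO wells and 100% = acetylcholine at EC100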
Target sequence (P08173 whole entry, looked up): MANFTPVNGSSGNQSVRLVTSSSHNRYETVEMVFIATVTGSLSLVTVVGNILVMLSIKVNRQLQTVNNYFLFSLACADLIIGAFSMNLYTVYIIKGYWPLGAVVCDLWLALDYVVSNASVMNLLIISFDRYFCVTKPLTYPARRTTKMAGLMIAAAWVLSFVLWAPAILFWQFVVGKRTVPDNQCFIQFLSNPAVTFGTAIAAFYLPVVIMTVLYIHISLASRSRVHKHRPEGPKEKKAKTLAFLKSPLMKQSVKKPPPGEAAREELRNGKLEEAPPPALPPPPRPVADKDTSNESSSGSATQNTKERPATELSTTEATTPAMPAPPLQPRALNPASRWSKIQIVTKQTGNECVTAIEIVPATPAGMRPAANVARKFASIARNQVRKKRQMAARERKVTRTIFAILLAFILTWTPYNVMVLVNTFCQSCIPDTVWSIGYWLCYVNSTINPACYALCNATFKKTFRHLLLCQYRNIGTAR
M4 antag – human M4 muscarinic receptor antagonists, primary screen, CHO cells, Fluo-8 calcium fluorescence; CHO-hM4 cells, ACh EC80; inhibition, % at 3 µM; 360,000 compounds, 0.73% hits; AID 624125, 2012;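 active means inhibition above its plate's cutoff, the mean inhibition of sample wells plus 3 SD, cut at about 27% in these data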;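 further: 0% = acetylcholine EC80 with DMSO and 100% = DMSO without agonist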
CHO parental Ca – ATP-evoked calcium signal inhibitors, parental CHO, primary screen, counter-screen for OX1R antagonist project, cell-based, fluorescence, Fluo-8 calcium dye | AID 463079, 2010 | 330,000 compounds, 0.63% hits | parental CHO-K1, ATP-induced calcium, Fluo-8 fluorescence | inhibition, % at 5.6 µM;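 active means inhibition above that plate's mean sample inhibition plus 3 SD, cut at about 26% in these data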;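 further: 0% = ATP-challenged DMSO wells and 100% = DMSO wells without ATP; some compounds past the cut are filed as inactive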
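material = parental CHO cells | also added = ATP as calcium-mobilizing challenge | dosing = single point at 5.6 µM | detection = intracellular calcium via Fluo-8 no-wash fluorescent dye | read-out = % inhibition | benchmarks = low control ATP plus DMSO, high control DMSO only | repeats = one well per compound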
CHRM1 agonist – human M1 muscarinic receptor agonists, primary screen, Fluo-8 calcium fluorescence, CHO-K1 cells, HTS; Muscarinic acetylcholine receptor M1 (Homo sapiens), P11229; CHO-K1 hM1, agonist mode; 0% DMSO, 100% acetylcholine EC100; activation, % at 3 µM; 360,000 compounds, 0.33% hits; AID 588814, 2011;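 active means activation above the run's mean compound activation plus 3 SD, cut at about 16% in these data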;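 further: peak over basal fluorescence ratio within a 140 s kinetic read after compound addition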
CHO-K1 Ca antag – nonselective inhibitor or artifact in parental CHO-K1 cells; ATP-induced calcium, Fluo-8 fluorescence; inhibition, % at 3 µM; 360,000 compounds, 0.6% hits; AID 602250;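 active means inhibition above a per-plate cutoff, the plate's mean sample inhibition plus 3 SD, cut at about 24% in these data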;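 further: 0% = DMSO plus EC80 ATP and 100% = DMSO alone without ATP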
OXTR potentiate – human OXTR potentiators, primary screen, fluorescence, CHO-OTR cells, Fluo-8 calcium. 320,000 compounds, 0.061% hits. activation, % at 3 µM. AID 2445, 2010. Fluo-8 calcium fluorescence, potentiator mode; 0% = oxytocin EC15, 100% = EC100;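 active means activation above that plate's cutoff, the mean activation of tested compounds plus 3 SD, cut at about 6.6% in these data, passing the limit was not always enough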;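 further: 100% uses oxytocin at 75 nM as the full agonist control; some results filed as inactive read as strong as hits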
Target sequence (P30559 whole entry, looked up): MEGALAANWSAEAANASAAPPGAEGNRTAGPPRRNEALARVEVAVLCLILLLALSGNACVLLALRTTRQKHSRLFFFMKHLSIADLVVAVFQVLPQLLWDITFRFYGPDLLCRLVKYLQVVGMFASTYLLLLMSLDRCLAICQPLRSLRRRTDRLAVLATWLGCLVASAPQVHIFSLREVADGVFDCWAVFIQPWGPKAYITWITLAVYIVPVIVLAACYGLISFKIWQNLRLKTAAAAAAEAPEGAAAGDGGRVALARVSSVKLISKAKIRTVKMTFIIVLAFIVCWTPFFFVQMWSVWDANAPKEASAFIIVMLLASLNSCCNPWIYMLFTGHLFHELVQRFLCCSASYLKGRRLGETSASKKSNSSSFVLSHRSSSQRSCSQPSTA
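Assay system: CHO-OTR cells, human receptor / Also added: oxytocin at about EC15, sub-maximal agonist stimulus / Dosing: single dose, 3.0 µM nominal final compound concentration / Incubation: 6 min pre-incubation, 100 s read / Technique: Fluo-8 calcium dye fluorescence / Read-out: % activation vs EC15 and EC100 oxytocin / Benchmarks: EC15 oxytocin low, 75 nM oxytocin high / Replicates: singlicate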
M1 ag parental – counter-screen for M1 agonists: effect in parental CHO-K1 cells; Fluo-8 calcium fluorescence; scaled to maximal ATP response, vehicle zero; 360,000 compounds, 0.48% hits; activation, % at 3 µM; in the data active means activation above about 15%;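 further: untransfected CHO-K1 host cells lacking M1 receptor as counterscreen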
M1 antag – human M1 muscarinic receptor antagonists, primary screen, CHO-K1 cells, Fluo-8 calcium fluorescence, 1536-well. inhibition, % at 3 µM. 360,000 compounds, 1.3% hits. CHO-K1 hM1, ACh EC80 antagonist;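 active means percent inhibition above its own plate's cutoff, namely the mean of that plate's compound wells plus 3 SD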;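 further: peak over basal fluorescence ratio during 140 s after agonist addition; 0% = ACh EC80 plus DMSO and 100% = DMSO alone without agonist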
M1 PAM – human M1 muscarinic receptor positive allosteric modulators, primary screen, CHO-K1 cells, Fluo-8 calcium fluorescence, 1536-well. Muscarinic acetylcholine receptor M1 (Homo sapiens), P11229. CHO-K1 hM1, ACh EC20; 0% = ACh EC20, 100% = maximal ACh. activation, % at 3 µM. 360,000 compounds, 0.088% hits. AID 588819, 2011; in the data active means activation above about 19%, passing the limit was not always enough
The depositor's hits bear a star; . = not tested or not shown.

#	Structure	CHRM4 agonist	M4 antag	CHO parental Ca	CHRM1 agonist	CHO-K1 Ca antag	OXTR potentiate	M1 ag parental	M1 antag	M1 PAM
1	O=C(CCNS(=O)(=O)c1ccc(Cl)cc1)OCC(=O)c1ccc[nH]1	5	2	-23	2	-7	-8	2.2	-11	7
2	Cc1cnc(C(=O)N2CCN(S(=O)(=O)c3cc(C(F)(F)F)cc(C(F)(F)F)c3)CC2)cn1	1	-16	.	-6	-16	.	0.1	4	3
3	CC(=O)c1ccc(N2CCN(S(=O)(=O)c3ccc4c(c3)CC(=O)N4C)CC2)cc1	0	0	-3	-4	17	-2	-0.3	-3	0
4	C/C(=N\Nc1cc(N2CCOCC2)nc(C)n1)c1cccc([N+](=O)[O-])c1	1	-1	-14	-2	-16	-8	0.5	-7	7
5	COC(=O)COc1ccc(S(=O)(=O)Nc2ccc3c(c2)OCO3)cc1	10	2	9	6	-19	-14	5.7	-4	6
6	CC(C)C(C)NC(=O)COn1nnc2ccc(S(=O)(=O)N3CCOCC3)cc21 (stereo not drawn)	1	-7	-5	-1	6	-2	0.5	5	0
7	O=C1CCCC2=C1C(c1ccccc1)C1C(=O)c3ccccc3C1=N2 (stereo not drawn)	1	-2	-14	-7	-16	0	-0.4	-13	11
8	CC(C)C(=O)NN(C(=O)c1ccccc1)c1ccccc1	1	-6	-7	-5	5	-6	0.1	-14	-5
9	CC(=O)NC(c1ccc(F)c(F)c1)c1nc(-c2ccccc2)cs1 (stereo not drawn)	3	-9	.	-1	-7	.	1.4	-3	4
10	Cc1ccccc1Cn1nc(C)c(NC(=O)c2cc(CC(C)C)on2)c1C	4	9	2	-5	-6	-6	5.2	1	-4
11	COc1ccc(/C=N/NC(=O)c2ccc(COc3ccccc3Cl)o2)cc1	2	-6	-16	-1	-2	-9	0.1	-25	-2
12	O=C1CC(C(=O)N2CCN(S(=O)(=O)c3cccc(F)c3)CC2)CN1Cc1ccccc1Cl (stereo not drawn)	5	1	-13	-4	0	-1	1.4	9	-7
13	CCOC(=O)c1c(C)[nH]c(C(=O)/C(C#N)=C/c2ccc(OC(F)F)c(OC)c2)c1C	2	-6	-20	-4	6	-7	0.3	6	3
14	CCC1(C)SC(N)=NN1C(C)=O (stereo not drawn)	1	1	-9	-1	-2	-5	-0.5	-6	10
15	CCCCNC(=O)c1cn(CC)c2cc(N3CCN(C(=O)c4ccco4)CC3)c(F)cc2c1=O	2	-3	0	3	-17	-8	1.1	-22	25
16	Cc1ccc(Cc2c(-c3cccc(Cl)c3)nc3c4ccccc4ccn23)cc1	0	-8	.	-3	-4	.	0.7	-14	-5
17	COC(=O)c1cc(OC)c(OC)cc1NC(=O)c1cc(OC)cc(OC)c1	0	-4	-15	-9	5	3	-0.2	0	1
18	CCN(Cc1ccccc1)C(=O)CCc1nnc(CCCc2ccccc2)o1	4	-5	-17	-5	-8	6	0.7	-7	7
19	Cc1cc(C(=O)O)c(C)n1-c1ccccc1	0	5	4	-3	-11	-9	0.9	-12	0
20	O=C(Cc1ccccc1)N1CCN=C1SCc1ccc([N+](=O)[O-])cc1	-1	17	5	-7	-2	-6	6.4	-5	-3
21	Cc1cc(C)nc(SCC(=O)Nc2ncc(Cc3ccc(Cl)c(Cl)c3)s2)n1	2	10	-2	-3	12	-7	0.3	-5	6
22	CC(=O)Nc1cc(NC(C)=O)cc(C(=O)OC(C)C(=O)Nc2ccc(S(=O)(=O)N3CCCC3)cc2)c1 (stereo not drawn)	1	2	-5	-5	3	-6	1.4	-10	9
23	CC(C)(C)NNC(=S)Nc1cccc(C(F)(F)F)c1	0	-7	-2	-3	-10	-4	0.5	-18	12
24	COc1ccc(C(CNC(=O)c2oc3ccc(Cl)cc3c2C)N2CCCCC2)cc1 (stereo not drawn)	0	1	-32	-6	-2	2	-0.4	11	-4
25	CCOC(=O)c1c(-c2cccc(C)c2)csc1NC(=O)C1CC=CCC1C(=O)O (stereo not drawn)	0	12	-1	-5	5	-11	-0.1	-3	6
26	c1ccc(-c2nc(NCc3cccnc3)c3ccccc3n2)cc1	5	6	-11	-4	-7	0	1.5	9	-4
27	Cc1ccc(C(=O)N/C(=C\c2ccc(-c3cc(Cl)ccc3Cl)o2)C(=O)NCc2cccnc2)cc1	2	1	-29	-2	5	0	1.4	7	0
28	CC(=O)Oc1ccc2c(c1)c(C(C)=O)c(C)n2C	0	-2	-6	-1	-10	1	0.5	-3	5
29	CCN1CCN(CCC(=O)Nc2cc(C)ccc2C)CC1	0	-5	-1	-2	-4	3	-0.1	-3	3
30	CCN1C(=O)/C(=C\N2CCN(C)CC2)SC1=S	1	11	-6	-4	4	-4	0.4	-8	7
31	O=C(NCCF)[C@H]1C[C@@H]1[C@H](NP(=O)(c1ccccc1)c1ccccc1)c1ccccc1	2	4	-17	-4	0	-2	-0.6	-4	9
32	COc1ccc(NC(=O)c2ccc3nc(C)sc3c2)cc1	2	-2	5	-1	-3	-9	1.0	-15	12
33	O=C(NCc1cc(C(F)(F)F)cc(C(F)(F)F)c1)C12CN(Cc3ccccc3)CC1C(c1cccc([N+](=O)[O-])c1)=NO2 (stereo not drawn)	3	-6	-4	-5	-15	-12	0.2	8	-2
34	OCCN=C1CCCc2c1[nH]c1ccc(Cl)cc21	1	-13	-10	-4	-5	-1	0.6	-10	15
35	Cc1cc(N2CCCC2=O)ccc1S(=O)(=O)Nc1c(C)nn(C)c1C	2	-4	-8	-5	22	-3	0.2	-7	4
36	COc1cccc2cc(C(=O)Nc3ccc(S(=O)(=O)NCC4CCCO4)cc3)c(=O)oc12 (stereo not drawn)	1	-5	-16	-3	-8	6	0.1	-9	5
37	Cc1cc(F)ccc1NC(=O)C1CSC2(C)CCC(=O)N12 (stereo not drawn)	0	-4	-14	-3	11	1	0.3	-3	6
38	Cc1ccc(NC(=S)Nc2ccc(S(=O)(=O)N3CCOCC3)cc2)cc1S(=O)(=O)N1CCOCC1	1	-11	-7	-6	-9	1	0.1	-8	5
39	COc1ccc(/C=N/NC(=O)C(C)n2nnc3ccccc32)cc1OC (stereo not drawn)	2	4	-7	-4	-10	-2	0.1	-1	0
40	COc1ccc(CN2CCCC(CNC(=O)c3ccc(F)cc3)C2)cc1OC (stereo not drawn)	0	9	-11	-4	-15	4	0.0	-11	9
41	COCC(C)NC(=O)CCS(=O)(=O)c1nc(-c2ccc(OC)cc2)cc(C(F)(F)F)n1 (stereo not drawn)	0	4	5	2	0	-10	-0.3	-7	7
42	COc1cccc(C(=O)NC2CCN(C(=O)N3CCCCC3)CC2)c1	1	13	-9	-3	15	-1	0.1	18	-4
43	COc1ccc(-c2nnc(SCC(=O)NC3CCCCC3)o2)cc1OC	1	-5	-20	-4	0	3	0.1	-19	11
44	C[C@H](NS(=O)(=O)c1ccc(Cl)c(Cl)c1)C(=O)OCc1cc(=O)n2cc(Br)ccc2n1	8	-4	-22	-5	-7	-4	7.8	-5	-1
45	COc1ccc(NC(=O)CN(C)CC(=O)NC(=O)NC2CCCCC2)cc1	2	-6	-18	-3	-20	1	1.8	-7	8
46	Cc1c(C(=O)NNC(=O)c2ccccc2O)oc2ccccc12	1	-19	.	-1	26*	.	-0.4	-2	0
47	Cc1sc2ccccc2c1CNC[C@H]1O[C@@H](n2ccc(=O)[nH]c2=O)[C@H](O)[C@@H]1O	1	0	.	0	-6	.	0.2	-6	-5
48	COc1ccc(S(=O)(=O)N2CCOCC2)cc1NC(=O)CCNC(=O)c1ccc(Br)cc1	1	2	-17	-4	0	-6	1.2	-3	4
49	CC(=O)c1ccc(OCc2cc(C(=O)NCCc3ccc(Cl)cc3)no2)cc1	6	1	19	-2	-15	-23	2.9	2	-5
50	CCCCCC(=O)N1C[C@H](n2cc(C3CC3)nn2)[C@@H](O)C[C@@H]1c1ccc(OC)cc1	0	9	.	-1	1	.	-0.2	24	-14

The list continues.
#	Structure	CHRM4 agonist	M4 antag	CHO parental Ca	CHRM1 agonist	CHO-K1 Ca antag	OXTR potentiate	M1 ag parental	M1 antag	M1 PAM
51	CC(=O)Nc1ccc(S(=O)(=O)Nc2nccc(C3Cc4ccccc4C(=O)O3)n2)cc1 (stereo not drawn)	0	-8	4	-3	-9	2	0.2	-16	5
52	O=C(N=C1N=C2C=CC(Br)=CN2Cc2ccccc21)c1ccc([N+](=O)[O-])cc1[N+](=O)[O-]	0	-19	-3	-4	-21	-3	-0.2	-17	4
53	COc1ccccc1C(=O)NCCC(=O)N1CC=C(c2ccccc2)CC1	2	-12	-15	4	1	-5	-0.4	-3	16
54	Cc1ccc(S(=O)(=O)N2CCc3ccccc3C2CC(=O)O)cc1 (stereo not drawn)	0	-16	-32	-5	-9	-5	0.6	-6	7
55	CN(CC(=O)N1CC=C(c2ccccc2)CC1)S(=O)(=O)c1ccc2c(c1)c(=O)n(C)c(=O)n2C	7	-20	-13	-8	1	-7	2.7	-20	8
56	C=CCN(c1ccccc1OC)S(=O)(=O)c1cccc(C(=O)NCc2ccco2)c1	0	-6	-9	-2	-3	-9	0.5	-8	1
57	CCn1cc(C(=O)N2CCN(Cc3ccc4c(c3)OCO4)CC2)c(=O)c2ccc(C)nc21	-1	-8	-10	-5	-16	0	0.1	-7	8
58	COc1cc(CN2CCN(C(=O)c3ccc(-c4ccccc4)cc3)CC2)cc(OC)c1OC	7	-13	-1	1	-2	-7	4.4	0	9
59	NS(=O)(=O)c1ccc(NC(=S)N2CCN(c3ccccc3Cl)CC2)cc1	1	-1	-13	-5	2	-4	0.2	11	-3
60	CC(C)NC(=O)COC(=O)c1ccc(Cl)c(S(N)(=O)=O)c1	0	-3	-7	-2	2	3	0.1	-10	4
61	Nc1ccc(C(=O)OCC(=O)N2CCOCC2)cc1[N+](=O)[O-]	1	0	3	-5	-3	-2	0.1	-4	8
62	Cc1cccc(NC(=O)CSc2cccc[n+]2[O-])c1C	0	6	-1	-3	-10	-5	-0.1	-13	2
63	Cn1c(=O)cc(SCC(=O)NCC2CCCO2)c2ccc(Cl)cc21 (stereo not drawn)	1	-3	4	-2	-14	-9	0.7	2	4
64	O=C(Cn1ccc2ccccc21)Nc1ccc2c(c1)OCO2	2	-5	-13	-7	-5	-7	2.5	5	-1
65	COc1ccc(S(=O)(=O)N2CCCC(N(C)CCc3ccccc3)C2)cc1OC (stereo not drawn)	1	-3	-29	-10	-13	0	0.2	1	-8
